PglD DTNB – inhibitors of Campylobacter jejuni PglD acetyltransferase; purified PglD enzyme, DTNB colorimetric CoA detection; inhibition, % at 12.5 µM; 360,000 compounds, 0.098% hits; AID 602405; in the data active = inhibition above about 16%, passing the limit was not always enough; inconclusive = no clear call, values can overlap the other calls; note: strong numbers were not always called active
PAX8 inh HTS – PAX8 transcriptional activity inhibition; inhibition, % at 12.6 µM; 360,000 compounds, 1.2% hits; RMG-I TPO-luciferase reporter, SteadyGlo, 24 h; AID 652154;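 active = mean replicate inhibition at least 60% with every replicate also reaching 60%; inconclusive = only one of the two criteria is met; inactive = mean below 60% and not all replicates reaching 60%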;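 note: luciferase light reporting Pax8 driven TPO promoter activity; plate controls were median of neutral control wells for no effect and mitoxantrone controls for full effect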
EWS-Fli inh – EWS/Fli transcriptional activity inhibition. A673 NR0B1-luciferase reporter, viability-normalised. inhibition, % at 12.6 µM. 350,000 compounds, 0.67% hits. AID 651661;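 active = mean inhibition of at least 50% after viability correction, with every replicate also passing that limit; inconclusive = mean reaches 50% but only one of two replicates passes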;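 note: firefly luciferase signal divided by Alamar Blue viability fluorescence both relative to DMSO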
PGC1a acetyl inh – PGC1a acetylation modulation, inhibitor mode | inhibition, % at 15.6 µM | 350,000 compounds, 0.17% hits | U2OS PGC1a acetylation, AlphaScreen anti-acetyl-lysine; with virally co-expressed GCN5 acetyltransferase;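 active = every replicate shows inhibition of at least 40%; inconclusive = mean inhibition at least 40% but some replicate below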;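 note: 0% = neutral control wells and 100% = positive control wells; some results beyond the cut were filed as inactive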
FN deposition inh – fibronectin deposition inhibition; AH1F fibroblasts, Alexa488-fibronectin deposition fluorescence, overnight; inhibition, % at 12.6 µM; 350,000 compounds, 0.086% hits; AID 743247;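 active = mean inhibition across replicates of 30% or more, regardless of how many single replicates reach that level; inconclusive = mean under 30% yet at least half of replicates reach 30%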;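 note: positive control wells lacked labelled fibronectin entirely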
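Material – AH1F fibroblast monolayer, labelled fibronectin deposition · Reagent – labelled fibronectin 24 nM · Timing – 1 h adhesion, overnight exposure · Measured by – fluorescence at 485 nm excitation, 525 nm emission · Read-out – inhibition of fibronectin deposition signal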
ERAP1 HTS inh – inhibitors of human ERAP1 aminopeptidase | Q9NZ08 | AID 652197 | inhibition, % at 10.7 µM | 340,000 compounds, 0.15% hits | recombinant ERAP1, Leu-AMC fluorescence, 60 min;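 active = mean replicate inhibition of at least 30%, or all replicates individually reaching that 30% level; inactive = mean below 30% and not every replicate reaching it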;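 note: 0% = neutral control wells and 100% = L-leucinethiol positive control wells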
Target sequence (Q9NZ08 whole entry, looked up): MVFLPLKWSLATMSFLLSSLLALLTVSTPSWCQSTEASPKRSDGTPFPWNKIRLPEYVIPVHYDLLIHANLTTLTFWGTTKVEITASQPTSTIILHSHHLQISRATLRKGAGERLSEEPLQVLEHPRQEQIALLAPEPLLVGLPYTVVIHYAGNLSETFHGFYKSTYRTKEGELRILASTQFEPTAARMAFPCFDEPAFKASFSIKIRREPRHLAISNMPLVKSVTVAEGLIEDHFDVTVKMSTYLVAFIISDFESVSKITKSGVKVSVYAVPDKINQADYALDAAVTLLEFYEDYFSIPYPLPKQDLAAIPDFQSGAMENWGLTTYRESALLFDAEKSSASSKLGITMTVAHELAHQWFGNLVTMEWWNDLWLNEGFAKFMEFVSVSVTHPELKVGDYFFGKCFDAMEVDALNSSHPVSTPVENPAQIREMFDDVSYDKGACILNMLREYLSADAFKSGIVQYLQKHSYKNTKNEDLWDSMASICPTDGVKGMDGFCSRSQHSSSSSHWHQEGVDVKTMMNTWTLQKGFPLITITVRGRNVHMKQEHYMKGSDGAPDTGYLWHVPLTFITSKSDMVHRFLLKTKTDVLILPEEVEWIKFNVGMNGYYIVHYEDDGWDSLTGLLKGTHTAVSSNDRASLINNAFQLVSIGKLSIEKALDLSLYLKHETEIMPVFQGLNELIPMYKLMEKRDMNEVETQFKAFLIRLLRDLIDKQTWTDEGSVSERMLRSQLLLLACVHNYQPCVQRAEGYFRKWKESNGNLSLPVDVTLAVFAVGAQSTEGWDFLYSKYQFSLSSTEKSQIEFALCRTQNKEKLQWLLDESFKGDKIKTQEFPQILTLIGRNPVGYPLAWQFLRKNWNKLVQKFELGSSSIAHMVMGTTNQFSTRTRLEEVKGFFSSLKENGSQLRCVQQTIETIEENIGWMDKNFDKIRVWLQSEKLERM
S100A4 MyoIIA – S100A4-myosin IIA interaction inhibition; S100A4/TAMRA-MyoIIA peptide fluorescence polarization; inhibition, % at 10.7 µM; 360,000 compounds, 0.14% hits;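 active = mean inhibition of at least 70% across replicates, with every replicate also reaching that level; inconclusive = mean inhibition reaches 70% but some replicates fall short; inactive = mean inhibition below 70%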
Target sequence (P26447 whole entry, looked up): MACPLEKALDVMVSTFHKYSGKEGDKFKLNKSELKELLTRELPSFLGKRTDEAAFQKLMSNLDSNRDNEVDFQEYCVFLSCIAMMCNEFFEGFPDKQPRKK
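incubation = readout 5 min after mixing, signal stable up to 60 min | system = S100A4 monomer protein | buffer or medium = HEPES pH 7.2 with CaCl2, KCl, NaCl, DTT, Triton | benchmarks = neutral control DMSO, positive control TFP | also added = fluorescent myosin IIA peptide, 5 nM | compound dosing = one concentration per compound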
LGR2 antag – Drosophila LGR2 receptor signaling inhibition. HEK293 LGR2, CRE-luciferase, bursicon-stimulated, 4 h. inhibition, % at 9.99 µM. 380,000 compounds, 0.35% hits;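 active = drop in luminescence signal, shown as inhibition above about 50% in the replicate tests, limit read from the data, passing the limit was not always enough; inconclusive = probably only some replicates passing the limit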;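 note: agonist challenge used bursicon conditioned medium at about half maximal strength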
* marks the source's active call; other numbers are inactive results; ? = inconclusive; nt = not tested or not shown; & = joins results of further samples. Compounds as they come, and some 2.1% of all compounds hit somewhere here.

SMILES	PglD DTNB	PAX8 inh HTS	EWS-Fli inh	PGC1a acetyl inh	FN deposition inh	ERAP1 HTS inh	S100A4 MyoIIA	LGR2 antag
CCCCNC(=O)CSc1nc2cc(OC)c(OC)cc2c(=O)n1Cc1ccc(OC)cc1	2	2	nt	4	0	nt	nt	nt
COc1cccc(S(=O)(=O)Nc2ccc3c(c2)[C@@H]2C[C@H](CC(=O)O)O[C@@H](CO)[C@@H]2O3)c1	0	8	0	5	-1	-1	9	7
NS(=O)(=O)c1ccc(NC(=S)NC2CC2)cc1	4	16	3	nt	-14	-1	-1	14
C/C(=N\N=C(N)N)c1cc(Cl)ccc1Cl	nt	7	8	nt	nt	8	-4	9
COCC(=O)Nc1ccc([N+](=O)[O-])cc1OC	nt	-1	3	nt	4	-5	-5	nt
CCOC(=O)c1cncc(O)c1	nt	9	-3	5	0	-5	6	-7
O=C(Nc1ccc2c(c1)OCO2)c1cc(-c2ccncc2)nc2ccccc12	1	6	9	8	nt	5	-2	3
O=C(NC1CCCCC1)C1c2ccccc2OCC(=O)N1Cc1ccccc1 (stereo unspecified)	nt	3	-2	nt	-11	1	9	8
Cn1c(NC(=O)c2cc(Br)ccc2Cl)cc(=O)n(C)c1=O	-6	-3	2	10	0	2	1	-2
O=C(NCc1ccncc1)C(=O)Nc1ccc2c(c1)OCO2	nt	2	-8	-5	-4	-3	-4	12
COc1ccc(-c2ccc(C3[C@@H]4CN(S(=O)(=O)c5ccccc5C)C[C@H]3N4)cc2)cc1 (stereo partly specified)	nt	-7&5	4&2	2&0	-11&7	nt	nt	16&-3
Cc1ccc(NC(=O)CN2CCc3cc4c(cc3C2)OCCCO4)cc1	-8	-5	12	-4	9	4	-5	9
CCc1ccc(Nc2cc(C(=O)NCCCN3CCOCC3)c3ccccc3n2)cc1	1	13	-18	-3	4	-6	-1	8
O=C(c1cc(=O)[nH]c2ccccc12)N1CCN(Cc2ccc3c(c2)OCO3)CC1	8	3	6	-10	-1	-7	0	2
O=C(N[C@H](Cc1ccccc1)C(=O)NCc1ccc(OC(F)(F)F)cc1)[C@H]1O[C@@H](n2ccc(=O)[nH]c2=O)[C@H](O)[C@@H]1O	nt	-12	-5	nt	6	-1	-13	9
Cc1ccccc1C(=O)NCC(=O)NCC1(N2CCOCC2)CCCCC1	nt	4	-7	-1	5	-3	-1	5
Nc1ccnc(=O)[nH]1	-4	-7	-8	4	-8	-3	16	4
Cc1ccc(CN2CC(N3CCC(c4ccccc4)CC3)CS2(=O)=O)cc1 (stereo unspecified)	-3	2	3	1	nt	nt	8	17
Cc1cccc(C(=O)Nc2ccc(S(=O)(=O)N3CCOCC3)cc2C)c1	5	13	-4	-1	5	nt	-19	-9
COc1ccc(OC)c(S(=O)(=O)N/N=C(/C)c2ccc3c(c2)OCO3)c1	-1	-3	nt	nt	-6	-2	-1	11
O=C(O)/C=C/C(=O)NCCC(c1ccccc1)c1ccccc1	-7	-11	7	0	3	-2	-1	-4
CCOc1cc(/C=C2/SC(=S)NC2=O)ccc1OC(=O)c1ccco1	nt	-23	4	18	nt	4	11	0
CC1=C(C(=O)N(C)C)CC(CC(=O)NCc2cccs2)C(=O)N1Cc1ccc(C(C)(C)C)cc1 (stereo unspecified)	3	6	-2	14	-11	-1	-10	10
CC(=O)N1CCC(N(CCCOC(C)C)S(=O)(=O)c2ccc([N+](=O)[O-])cc2)CC1	-10	-11	1	-5	-3	-2	0	10
CCN(CC)c1ccc(/C=C2\SC(N)=NC2=O)cc1	0	-53	-30	11	2	1	-8	-15
(listing goes on)
SMILES	PglD DTNB	PAX8 inh HTS	EWS-Fli inh	PGC1a acetyl inh	FN deposition inh	ERAP1 HTS inh	S100A4 MyoIIA	LGR2 antag
N#CCCn1cc(/C=N/NC(N)=S)c(-c2ccc(-c3ccccc3)cc2)n1	nt	1	6	11	-3	3	-7	?
COc1ccc(N2C(=O)c3ccc(C(=O)Nc4cc(OC)ccc4OC)cc3C2=O)cc1	-5	-13	16	nt	3	-2	-2	-2
Oc1ccc[n+](/C=C\c2ccccc2)c1	-3	5	1	nt	3	-2	0	3
O=C(CSc1nnnn1C1CCCC1)NCc1ccc2c(c1)OCO2	0	nt	nt	3	6	1	-2	-8
O=C(c1ccc2c(c1)OCO2)N1CCc2ccccc21	nt	-38	-27	nt	-11	1	1	5
CC1=NNC(=O)C1CCC(=O)N/N=C/c1ccc(Cl)cc1Cl (stereo unspecified)	nt	10	0	nt	-4	2	-41	-6
CN1C(=O)c2cc(NC(=O)Nc3cccc(Cl)c3)ccc2OC[C@@H]2O[C@@H](CC(=O)NCCc3ccncc3)CC[C@H]21	-1	74*	-16	-3	-5	0	5	7
CCCNC(=O)N(C)C[C@@H]1Oc2cc(-c3ccncc3)ccc2S(=O)(=O)N([C@@H](C)CO)C[C@@H]1C	-1	0	-10	1	nt	7	7	11
Cc1cc(NC(=O)CCC(=O)N(C(C(=O)NC(C)(C)C)c2ccccc2Cl)C(C)(C)C)no1 (stereo unspecified)	6	8	5	-7	-4	-1	-1	0
Cn1ncc(Cl)c1C(=O)N1CCN(c2ccc(F)cc2)CC1	-1	-3	-5	0	4	-3	2	-18
CC/C(=N\NC(=O)C1CC1)c1cccc(Cl)c1	nt	19	0	nt	-2	nt	-2	-2
CC(C)c1ccc(NC2CCCN(C(=O)CCN3CCOCC3)C2)cc1 (stereo unspecified)	8	5	nt	-23	3	-1	-1	17
COc1ccc(-n2c(Cc3cccn3C)nnc2SCC(=O)Nc2ccc3c(c2)OCO3)cc1	1	-14	2	12	-13	nt	-6	13
O=C(COc1ccccc1C(=O)NCc1ccccc1)Nc1ccccc1	-1	-7	15	16	1	-2	0	-3
CC(C)[C@H](NC(=O)c1ccccc1F)C(=O)NCc1ccc(S(N)(=O)=O)cc1	3	4	5	2	6	-1	3	4
C[C@H](CO)N1C[C@H](C)[C@H](CN(C)C(=O)Nc2ccc(C(F)(F)F)cc2)Oc2ccc(NC(=O)NC3CCCCC3)cc2C1=O	-2	37	17	-3	nt	1	-4	2
Cc1ccc(S(=O)(=O)CC(c2ccccc2)N2CCCCC2)cc1 (stereo unspecified)	nt	-6	5	nt	11	0	-3	7
COc1ccc(S(=O)(=O)c2ccc(O)cc2)cc1	1	7	nt	-8	1	nt	nt	nt
COc1ccc(CNC(=O)COC(=O)/C=C/c2ccco2)cc1	-4	-71	6	-1	-2	12	2	4
Cc1[nH]c2ccc(F)cc2c1CCN(Cc1ccncc1)C(=S)Nc1cccc(F)c1	-7	0	5	-14	9	-1	-5	10
O=C(NC1CCCC1)N1CC2(C1)[C@H](c1ccccc1)[C@@H](CO)N2CC1CCOCC1	nt	nt	5	4	nt	-1	2	11
CC[C@]12c3[nH]c4ccc(Cl)cc4c3CCN1C(=O)[C@@H](CC(=O)NCc1ccc(OC)c(OC)c1)C[C@@H]2C(=O)N1CCN(C(=O)c2ccco2)CC1	-5	8	10	-4	-2	-5	-2	-6
CCCCN(C(=S)Nc1cccc(SC)c1)C1CCN(C(C)=O)CC1	-3	-18	3	3	-7	1	1	-21
CN(Cc1ccco1)c1ncnc2ccc(-c3ccc4c(ccn4C)c3)cc12	2	16	67*	-7	-1	-3	-8	-2
CC(NC(=O)CSc1ccc(S(=O)(=O)N2CCOCC2)cn1)c1ccc(Cl)cc1Cl (stereo unspecified)	0	11	1	11	30*	1	-11	3

2 compounds from above, reduced to EWS-Fli inh and S100A4 MyoIIA:
structure,EWS-Fli inh,S100A4 MyoIIA
N#CCCn1cc(/C=N/NC(N)=S)c(-c2ccc(-c3ccccc3)cc2)n1,6,-7
CN1C(=O)c2cc(NC(=O)Nc3cccc(Cl)c3)ccc2OC[C@@H]2O[C@@H](CC(=O)NCCc3ccncc3)CC[C@H]21,-16,5

Going on with the list:
SMILES	PglD DTNB	PAX8 inh HTS	EWS-Fli inh	PGC1a acetyl inh	FN deposition inh	ERAP1 HTS inh	S100A4 MyoIIA	LGR2 antag
CN(C(=O)c1ccc2c(=O)n3c(nc2c1)CCCCC3)c1cccc(Cl)c1	-1	8	-19	6	-1	-1	-2	-14
CCN1CCN(c2ncnc3c2cnn3-c2ccc(C)cc2C)CC1	-2	7	-3	11	nt	3	-1	8
C[C@H]1CN([C@@H](C)CO)C(=O)c2cc(NC(=O)Nc3cccc4ccccc34)ccc2O[C@@H]1CN(C)Cc1ccc(C(F)(F)F)cc1	-2	nt	3	1	-2	1	-8	-1
O=c1cc(-c2ccc(O)cc2)oc2c(O)c(O)c(O)c(O)c12	-2	nt	8	2	nt	6	-12	4
C[C@H]1CCCCO[C@H](CN(C)Cc2ccc3c(c2)OCO3)[C@@H](C)CN([C@@H](C)CO)C(=O)c2cc(NC(=O)Nc3ccccc3)ccc2O1	-2	-4	-1	-11	-4	0	-2	0
Cc1cc(C)nc(N/N=C/C(Cl)=C/c2ccccc2)n1	nt	nt	-72	-9	nt	-1	11	-54
CC(C)(C)c1ccc(-n2ncc3c2CCCC3NC(=O)CCN2CCCCC2=O)cc1 (stereo unspecified)	-2	24	nt	nt	nt	3	10	1
CCOC(=O)C1=CNS(=O)(=O)NC1c1ccc2ccccc2c1 (stereo unspecified)	8	-1	-1	1	-10	1	-4	-10
Cc1ccc(-c2cnc(C(O)c3cc(Cl)cc(Cl)c3)[nH]2)cc1 (stereo unspecified)	-1	10	-11	1	0	1	-3	8

Molecules above containing an aryl methoxy group:
SMILES	PglD DTNB	PAX8 inh HTS	EWS-Fli inh	PGC1a acetyl inh	FN deposition inh	ERAP1 HTS inh	S100A4 MyoIIA	LGR2 antag
CCCCNC(=O)CSc1nc2cc(OC)c(OC)cc2c(=O)n1Cc1ccc(OC)cc1	2	2	nt	4	0	nt	nt	nt
COc1cccc(S(=O)(=O)Nc2ccc3c(c2)[C@@H]2C[C@H](CC(=O)O)O[C@@H](CO)[C@@H]2O3)c1	0	8	0	5	-1	-1	9	7
COCC(=O)Nc1ccc([N+](=O)[O-])cc1OC	nt	-1	3	nt	4	-5	-5	nt
COc1ccc(-c2ccc(C3[C@@H]4CN(S(=O)(=O)c5ccccc5C)C[C@H]3N4)cc2)cc1 (stereo partly specified)	nt	-7&5	4&2	2&0	-11&7	nt	nt	16&-3
COc1ccc(OC)c(S(=O)(=O)N/N=C(/C)c2ccc3c(c2)OCO3)c1	-1	-3	nt	nt	-6	-2	-1	11
COc1ccc(N2C(=O)c3ccc(C(=O)Nc4cc(OC)ccc4OC)cc3C2=O)cc1	-5	-13	16	nt	3	-2	-2	-2
COc1ccc(-n2c(Cc3cccn3C)nnc2SCC(=O)Nc2ccc3c(c2)OCO3)cc1	1	-14	2	12	-13	nt	-6	13
COc1ccc(S(=O)(=O)c2ccc(O)cc2)cc1	1	7	nt	-8	1	nt	nt	nt
COc1ccc(CNC(=O)COC(=O)/C=C/c2ccco2)cc1	-4	-71	6	-1	-2	12	2	4
CC[C@]12c3[nH]c4ccc(Cl)cc4c3CCN1C(=O)[C@@H](CC(=O)NCc1ccc(OC)c(OC)c1)C[C@@H]2C(=O)N1CCN(C(=O)c2ccco2)CC1	-5	8	10	-4	-2	-5	-2	-6

Screening results (PubChem)
